# Screening data: PubChem BioAssay, several laboratories
# CaV13 FRET inh = Disruptors of the CACNA1D IQ motif to Ca2+-dependent inactivation inhibitor domain association, primary screening, Förster resonance energy transfer in intact living … | 0.098% of 340,000 active | HEK cells, CFP/YFP FRET ICDI-IQ, plate reader, 10 min; percent FRET-ratio fall versus neutral wells | inhibition, % at 12.3 µM;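 active means mean replicate inhibition of at least 30% and at least 1% of replicates passing that level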;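 further: 0% = median of the neutral control wells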
# MC4R ag barr = human MC4R agonism via beta-arrestin; U2OS MC4R beta-arrestin complementation, luminescence; percent of melanotan II response, DMSO zero; activation, % at 8.9 µM; P32245; 0.98% of 360,000 active; AID 540308;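 active means activation above a per-plate cutoff, the mean activation of sample wells on that plate plus 3 SD, cut at about 8% in these data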
# Target sequence (P32245 whole entry, looked up): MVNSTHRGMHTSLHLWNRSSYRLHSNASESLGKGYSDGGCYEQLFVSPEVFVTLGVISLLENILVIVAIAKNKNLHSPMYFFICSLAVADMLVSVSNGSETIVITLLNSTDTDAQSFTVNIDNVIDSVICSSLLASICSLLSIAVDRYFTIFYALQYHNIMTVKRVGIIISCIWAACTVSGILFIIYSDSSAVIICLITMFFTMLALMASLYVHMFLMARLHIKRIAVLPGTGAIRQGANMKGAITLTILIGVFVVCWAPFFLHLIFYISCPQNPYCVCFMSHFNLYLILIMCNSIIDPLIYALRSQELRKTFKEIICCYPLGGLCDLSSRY
# ABHD5 PLIN5 PPI = inhibitors of human ABHD5-perilipin-5 interaction | Q00G26+Q8WTS1 | Split G. princeps luciferase complementation, luminescence, 4 h | inhibition, % at 4 µM | 0.78% of 360,000 active | AID 602281;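 active means inhibition above the mean inhibition across every tested compound plus 3 SD, cut at about 22% in these data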;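 further: 0% = DMSO only wells and the 100% control is not disclosed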
# MC4R antag cAMP = blocks human MC4R cAMP signaling | MC4R-expressing cells, MTII-stimulated cAMP, LANCE TR-FRET | inhibition, % at 6.5 µM | 0.48% of 360,000 active | AID 540295;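 active means inhibition above its plate's cutoff, the mean of tested wells on that plate plus 3 SD, cut at about 29% in these data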;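 further: 0% = Melanotan II alone and 100% = Melanotan II plus saturating MCL0020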
#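 System: U2OS-MC4R stable cell line; Technique: Eu-cAMP/anti-cAMP TR-FRET, emission 671 nm; Repeats: single well per compound; Also added: Melanotan II; Dosing: one concentration, 6.5 µM nominal; Schedule: 30-min compound, 1-h challenge, 1-h detection, room temperature.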
# ABCB6 inh MLPCN = human ABCB6 transporter inhibition; Q9NP58; K562-ABCB6 porphyrin accumulation, flow cytometry, 1 h; hits give low values; fluorescence ratio to DMSO, % at 10 µM; 0.19% of 360,000 active;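 active means fluorescence ratio to DMSO below 75%, the collection mean minus 3 SD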;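 further: signal is porphyrin accumulated inside mitochondria; 100% equals median channel fluorescence of DMSO control wells; lower ratio means ABCB6 inhibition with less porphyrin fluorescence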
# Granule exo inh = blocks lytic granule exocytosis | inhibition, % at 10 µM | TALL-104 LAMP-1 surface exposure, flow cytometry; cells stimulated with thapsigargin and PMA | 0.66% of 360,000 active;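 active means inhibition above about 55%, limit read from the data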
# H9c2 protect = myocardial damage modulation in H9c2 cells | H9c2 cardiomyocytes, H2O2 injury protection, ATPLite, 2 h | AID 588492 | 0.63% of 360,000 active | protection from H2O2 cell death, % at 20 µM;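 active means compounds giving at least 50% protection of heart cells from peroxide-induced death in the single-dose screen, raw or plate-pattern-corrected value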;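 further: 0% = DMSO wells with peroxide and 100% = DMSO wells without peroxide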
# HTR2A ag = agonists of mouse serotonin 5-HT2A receptor (HTR2A) | 0.66% of 360,000 active | CHO-K1 mHTR2A beta-arrestin complementation, luminescence; percent of 30 µM serotonin response | P35363 | activation, % at 7.6 µM | AID 624169;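 active means activation above a run cutoff, the mean activation of all tested compounds plus 3 SD, cut at about 14% in these data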;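 further: 0% = plate median of compound wells and 100% = 30 µM serotonin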
# Target sequence (P35363 whole entry, looked up): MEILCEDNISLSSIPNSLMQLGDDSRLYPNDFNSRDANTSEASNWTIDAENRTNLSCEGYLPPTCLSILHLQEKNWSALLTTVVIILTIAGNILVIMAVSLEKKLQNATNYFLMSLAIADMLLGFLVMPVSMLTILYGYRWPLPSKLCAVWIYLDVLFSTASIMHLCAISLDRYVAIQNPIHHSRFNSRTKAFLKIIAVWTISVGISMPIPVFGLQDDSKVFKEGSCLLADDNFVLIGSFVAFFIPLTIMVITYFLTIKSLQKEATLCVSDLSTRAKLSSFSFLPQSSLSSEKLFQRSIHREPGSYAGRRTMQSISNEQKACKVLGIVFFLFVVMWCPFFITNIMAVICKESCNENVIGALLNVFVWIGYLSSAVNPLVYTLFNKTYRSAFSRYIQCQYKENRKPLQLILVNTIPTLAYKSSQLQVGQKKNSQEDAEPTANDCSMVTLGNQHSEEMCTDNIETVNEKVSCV
# PDI inh = blocks human protein disulfide isomerase activity; P07237; PDI insulin aggregation turbidity, A650, 90 min; inhibition, % at 10 µM; 0.052% of 350,000 active;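 active means mean inhibition across replicates of 30% or more, whatever share of single replicates reach that level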;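 further: absorbance from insulin aggregation driven by PDI reduction with DTT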
# N-glyco inh = N-linked glycosylation inhibition; D54 ERlucT glycosylation luciferase reporter, 24 h; percent of 100 nM tunicamycin response; reporter increase, % at 12.5 µM; 0.23% of 360,000 active;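 active means mean luciferase reporter signal, scaled so untreated is 0 and the glycosylation-blocking control 100, at or above a set limit in every replicate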;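 further: luciferase carries N-glycosylation sites so blocking glycosylation raises the light; 0% = median of neutral control wells and 100% = median of 100 nM tunicamycin wells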
# An asterisk follows results filed as active; / = not tested or not shown. Random draw from the library. Share with any hit: about 4.2%.
cpd	molecule	CaV13 FRET inh	MC4R ag barr	ABHD5 PLIN5 PPI	MC4R antag cAMP	ABCB6 inh MLPCN	Granule exo inh	H9c2 protect	HTR2A ag	PDI inh	N-glyco inh
1	COc1ccc(CCn2c(=N)c(C(=O)NC3CCCC3)cc3c(=O)n4cccc(C)c4nc32)cc1	-3	1.5	5	8	100	42	-13	-1	-10	3
2	CCCCN1CC(COCc2ccccc2)Oc2cccc(Oc3ccc(C)cc3)c2S1(=O)=O (centres undefined)	-4	-0.5	-4	12	101	4	-13	0	3	-3
3	COc1cccc(CNc2nc3cc(-c4ccsc4)sc3c(=O)n2C)c1OC	-5	0.4	1	10	90	-7	-13	4	3	-4
4	Cc1ccc(OCCn2cc(C=O)c3ccccc32)cc1	-2	0.1	-3	-4	98	17	-9	-6	-1	-6
5	COc1ccc(C(C)=O)cc1COC(=O)CNC(=O)c1ccccc1F	-3	-1.1	-2	-1	103	-8	11	3	13	4
6	Cc1cc(=O)n2nc(N3CCCC(C(=O)NC(C)c4ccccc4)C3)sc2n1 (centres undefined)	-5	0.0	-2	3	95	1	6	1	-1	6
7	CCOC(=O)c1ccc(NC(=O)N2CCCCC2)cc1	/	1.3	-3	2	113	-2	-15	2	3	-2
8	COc1ccc(NC(=O)COC(=O)C2CCCCC2)c([N+](=O)[O-])c1	-5	-1.4	7	0	95	-2	1	0	-6	1
9	CCCOc1ccc(C(=O)Nc2ccc(N(C)C)cc2)cc1	/	0.1	-4	-9	102	3	-13	-2	-6	-8
10	c1csc(CNCCCN2CCOCC2)c1	/	-3.0	-3	-1	102	-1	-2	8	-15	1
11	CCCNC(=O)C(Cc1ccccc1)NC(=O)c1ccc(-c2ccccc2)cc1 (centres undefined)	-6	1.0	-4	-1	101	4	3	0	-16	-3
12	CC(C)COc1ccc(CN=C(N)N=C(N)N)cc1Cl	-8	-1.5	14	1	103	0	-5	-8	-1	0
13	Cc1cc(NC(=O)Cn2nc(C(F)(F)F)c3c2CCC3)n(-c2ccccc2)n1	-4	1.2	5	10	92	-4	8	0	10	-2
14	COc1ccc(-c2ccc3ccccc3n2)cc1	-4	-0.9	4	-3	76	-5	-27	-1	-7	-16
15	CCc1nc(Nc2ccc(F)cc2)c2oc3ccccc3c2n1	-2	2.4	-8	8	97	8	-3	0	4	4
16	CC(=O)Nc1ccc(/C=N/N2C(=O)NC(C)(c3ccc(OC(F)F)cc3)C2=O)cc1 (centres undefined)	7	-1.5	-3	4	95	-2	2	1	-2	5
17	CCOc1c(Cl)cc(CNc2ccc(S(N)(=O)=O)cc2)cc1OC	-4	0.2	3	-3	94	-1	-6	5	13	-2
18	O=C(OCC(=O)N1CCN(C(=O)c2ccco2)CC1)c1cc(-c2ccc(F)cc2)nc2ccccc12	/	1.6	3	5	99	0	36	-4	-1	-3
19	COc1cc(/C=C/C(=O)N2C(=O)c3cccc(N)c3C2=O)cc(OC)c1OC	-27	-1.8	3	0	94	3	33	2	11	14
20	NC12CC3CC(C1)CC(CC(=O)O)(C3)C2	1	-0.8	2	-4	105	0	-5	-2	0	0
21	O=C(NC1CCCC1)C(c1ccsc1)N(CCc1ccccc1)C(=O)Cc1cccs1 (centres undefined)	3	1.8	-6	4	93	11	-8	3	-88	-2
22	COc1ccc2[nH]c(O)c(NC(C)=O)c2c1	-1	-2.2	-11	0	89	3	-4	-1	-7	3
23	Cc1noc(NS(=O)(=O)c2ccc(NC(=O)c3cccc(S(=O)(=O)N(C)c4ccccc4)c3)cc2)c1C	-15	0.2	7	4	95	10	3	-1	-1	0
24	CCOc1ccc(N2CC(C(=O)NNC(=O)c3ccc(Br)cc3)CC2=O)cc1 (centres undefined)	-6	-1.1	9	6	102	4	-9	2	-5	-1
25	COc1ccc(C2SCCN2S(=O)(=O)c2ccc(NC(C)=O)cc2)cc1OC (centres undefined)	-3	-0.7	2	9	94	-6	-1	2	-12	-2
26	COc1ccc(NS(=O)(=O)c2ccc(N3C(=O)CCC3=O)cc2)cc1	-5	-2.4	1	6	101	-1	-6	-1	7	0
27	O=C(COC(=O)CNC(=O)C1CCCCC1)Nc1ccccc1Cl	-10	-0.2	-10	9	96	-2	-1	-3	-3	0
28	O=C(Nc1cccc(Cl)c1N1CCOCC1)c1ccc(Br)o1	-5	-0.2	-4	-3	100	-12	12	8	1	-1
29	C=CCN(C(=O)Cn1c(C(=O)OC)cc2oc(C)cc21)c1ccccc1	-4	-0.5	-9	19	98	-1	4	-4	0	1
30	COc1cc(O)c(C(CCN2CCCCC2)c2ccc3c(c2)OCO3)c(OC)c1 (centres undefined)	-5	-1.4	7	7	98	5	-4	-3	-2	2
31	Cc1cc(C)n2c(SCC(=O)Nc3cc(S(=O)(=O)N(C)C)ccc3C)nnc2n1	-9	-2.9	-5	3	93	-2	0	9	-3	0
32	CC(C)C[C@H]1CN=C(Nc2ccccc2)N1CC1CCC(C(C)(C)C)CC1 (some centres undefined)	/	7.8	10	-1	97	93*	-24	0	3	12
33	CCN(c1ccc(OC)cc1)S(=O)(=O)c1ccc2c(c1)CCN2C(=O)CCC(=O)O	-9	0.6	3	6	102	0	1	14*	10	1
34	O=C(NCCc1ccccc1)C(c1cccs1)N(C(=O)CCl)c1ccc(Cl)cc1 (centres undefined)	-16	34*	22	30*	33*	-20	-26	1	-5	8
35	O=C(O)c1ccccc1C(=O)OCc1ccccc1	-5	-2.0	-5	-1	99	-1	5	1	7	-1
36	CC(C)(C)C(=O)Nc1ccc(N2CCCC2)cc1	/	-1.0	0	5	113	-4	3	-1	-2	3
37	Nc1nc2c(nnn2Cc2ccc(Cl)c(Cl)c2)c(=O)[nH]1	-2	-2.4	2	2	103	18	-4	-5	-4	0
38	C=CCOc1cccn2c(N(C)C(=O)c3ccncc3)c(CC)nc12	-4	-0.1	7	-2	94	9	0	2	-1	2
39	Cc1ccc(/C=N/NC(=O)c2nnn(-c3nonc3N)c2C(C)C)s1	-7	0.5	-4	6	106	-3	4	-2	-7	2
40	CCc1nc2ccc(C(=O)N3CCN(C(=O)c4ccco4)CC3)cn2c1N(C)C(=O)Nc1ccccc1OC	-5	0.9	-9	2	103	-2	1	8	0	1

# Two entries from above, reformatted:
# Order of values – CaV13 FRET inh	MC4R ag barr	ABHD5 PLIN5 PPI	MC4R antag cAMP	ABCB6 inh MLPCN	Granule exo inh	H9c2 protect	HTR2A ag	PDI inh	N-glyco inh
36	CC(C)(C)C(=O)Nc1ccc(N2CCCC2)cc1
    /	-1.0	0	5	113	-4	3	-1	-2	3
37	Nc1nc2c(nnn2Cc2ccc(Cl)c(Cl)c2)c(=O)[nH]1
    -2	-2.4	2	2	103	18	-4	-5	-4	0

# (listing goes on)
cpd	molecule	CaV13 FRET inh	MC4R ag barr	ABHD5 PLIN5 PPI	MC4R antag cAMP	ABCB6 inh MLPCN	Granule exo inh	H9c2 protect	HTR2A ag	PDI inh	N-glyco inh
41	COc1ccc(OC)c(C(=O)c2oc3ccccc3c2NC(C)=O)c1	-6	1.5	7	4	96	-1	-5	-5	5	4
42	Cc1ccc(S(=O)(=O)/C(C#N)=C/c2c(N3CC(C)OC(C)C3)nc3c(C)cccn3c2=O)cc1 (centres undefined)	-10	0.1	6	-3	89	1	9	5	0	4
43	COC(=O)N1CCc2c(sc(NC(=O)C3COc4ccccc4O3)c2C(N)=O)C1 (centres undefined)	-1	-1.8	40*	21	98	-16	25	3	-1	-2
44	Cc1cc(OCc2ccc(C(=O)Nc3ccc(C(=O)O)cc3)o2)ccc1Cl	-2	-0.7	-2	-1	97	13	-3	-4	5	5
45	O=C(NCc1ccco1)c1cccc(NS(=O)(=O)c2cccc(F)c2)c1	-11	1.9	1	11	96	1	-4	4	-1	-1
46	O=C(NCCN1CCOCC1)c1ccccc1Oc1ccccc1	/	-1.8	1	-2	102	-1	-4	0	3	-3
47	CCC(=O)Nc1ccc(NC(=S)NC(=O)c2oc3ccccc3c2C)cc1	-5	2.8	0	2	100	-1	1	-2	-4	-1
48	Fc1ccc(-c2nn(-c3ccccc3)cc2CNCc2ccccc2)cc1	-5	1.0	-4	0	100	37	-18	4	-1	-5
49	NC(=O)[C@H]1CC2(CC(c3cccc(NC(=O)[C@H]4CCC(=O)N4)c3)=NO2)CN1C(=O)c1ccccc1 (some centres undefined)	-4	0.3	-1	2	98	0	6	4	12	0
50	O=C1CN(C(=O)NCC(=O)N[C@H](Cc2ccccc2)C(=O)O)c2ccccc2N1	/	0.8	0	0	99	-1	-2	1	/	-3
51	CC(C)C(NC(=O)/C(=C/c1ccco1)NC(=O)c1ccc(Br)o1)C(=O)O (centres undefined)	-15	2.3	10	1	98	12	3	4	2	2
52	COCC(=O)N1CCC(Oc2ccc(C(=O)NC3CCOC(C)(C)C3)cc2)CC1 (centres undefined)	-5	-3.1	-1	0	92	0	6	3	5	-1
53	CC(=O)Nc1cccc(NC(=O)CSc2nnnn2C(C)C)c1	-4	-1.2	-3	-4	97	1	-9	1	-6	1
54	CCOc1ccc(N(Cc2ccc(OC)cc2)C(=O)c2ccco2)cc1	-2	-0.1	-1	13	97	28	4	3	-8	-4
55	CC1CN(c2ccnc3cc(Cl)ccc23)CC(C)O1 (centres undefined)	-3	0.3	-3	-9	95	13	0	6	-8	-1
56	N#C/C(=C\c1ccc(O)cc1)C(=O)NCc1ccccc1	-6	-1.3	5	-4	102	-1	-6	-4	-6	3
57	CCCNC(=O)C(CC)NC(=O)c1ccc(C#N)cc1 (centres undefined)	-10	0.2	-1	4	101	-7	9	4	13	3
58	COc1ccc(NC(=O)CN(C)CC(=O)Nc2ccc3c(c2)CCC3)cc1	-7	-0.1	-2	11	94	3	0	-6	-6	2
59	Cc1ccc(S(=O)(=O)NCCC2=CCCCC2)cc1C(N)=O	-6	-3.8	-4	5	98	0	-13	3	-7	-1
60	CCCCN1C(=O)N(C)C2NC(=S)NC21 (centres undefined)	-11	-0.2	4	-3	92	0	3	1	-1	-1
61	CCn1c(SCC(=O)Nc2ccccc2OC)nnc1-c1cnccn1	-4	-2.2	-3	-3	91	-1	2	-1	-2	2
62	O=C(N/N=C/c1cc(Cl)ccc1O)c1ccncc1	-36	2.0	2	11	95	-3	42	-14	2	5
63	CC1CCC2C(C1)Nc1c(C(=O)O)cccc1C2(C)C (centres undefined)	4	-1.0	-4	27	100	-6	-10	3	1	2
64	CCc1nc(SCC(=O)N2CCOCC2)c2c(=O)n(C)c(=O)n(C)c2n1	-6	0.5	3	3	96	-1	4	2	/	0
65	COC(=O)Cc1c(C)nc(SCc2ccccc2)[nH]c1=O	-2	-1.4	7	22	106	-2	3	4	-1	1
66	CCCCC(=O)Nc1cccc(-c2nc3ncccc3o2)c1	-4	-5.3	-3	7	95	-5	4	4	-3	0
67	CN1CCN(C(CNC(=O)C(=O)Nc2ccc3c(c2)OCCO3)c2ccc(F)cc2)CC1 (centres undefined)	-2	-1.0	4	-1	96	3	1	-5	-4	-1
68	COc1cc(C)c(C(C)C)cc1S(=O)(=O)NCCCn1ccnc1	-5	0.7	-4	7	90	2	-6	-4	-3	0
